# Screening results: PubChem BioAssay, several laboratories
# SKKanGAS inh: blocks kanamycin growth of S. pyogenes SKKanGAS strain; BacTiter-Glo, 6 h; inhibition, % at 7.5 µM; 300,000 compounds, 1.3% hits; AID 1662;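 active = mean replicate score, as percent of positive control median, at least 50; inconclusive = mean below 50 but one replicate at or above 50; inactive = mean and every replicate below 50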;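 also: strain carries kanamycin resistance gene driven by streptokinase promoter and grows in 40 µg/ml kanamycin; loss of luminescence reflects streptokinase promoter inhibition or plain growth inhibition; 0% = median of DMSO wells and 100% = positive control at its reference dose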
# hERG protect: shields human hERG channel from block by proarrhythmic agents; AID 1511; activation (rescue from dofetilide block), less the hit threshold, % at 10 µM; 310,000 compounds, 0.51% hits; CHO-hERG, FluxOR thallium flux, dofetilide IC70 present;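 active = activation above the mean of controls blocked by dofetilide plus 5 SD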;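 also: thallium influx through hERG after potassium depolarization seen as dye fluorescence rise; in these data hits start at about 4.7%; inactives centre near -7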
# ANO1 activ: mouse TMEM16A channel activation, primary screen; Q8BHY3; HEK293 TMEM16A/YFP-H148Q/I152L, iodide quench fluorescence; stronger effect = lower value; B-score at 10 µM; 340,000 compounds, 0.3% hits; AID 623877;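 active = fluorescence-ratio B-score plate-corrected deviation score at least 3 library SD below zero, with starting fluorescence score within 5 deviations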;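 also: channel opened by trigger with iodide after compound preincubation; score built on the fluorescence ratio of max minus min over baseline; more negative score means more quench and so TMEM16A activation or potentiation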
# KCNQ1 block: inhibitors of human KCNQ1 potassium channel | P51787 | CHO-K1 KCNQ1, FluxOR thallium flux fluorescence; stronger effect = higher value | B-score at 10 µM | 310,000 compounds, 1.3% hits;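 active = compounds whose thallium flux B-score, printed positive for inhibition, exceeds three library SD while starting fluorescence stays within three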;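 also: channel opened by potassium depolarization with thallium stimulus after 20 min compound exposure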
# Target sequence (P51787 whole entry, looked up): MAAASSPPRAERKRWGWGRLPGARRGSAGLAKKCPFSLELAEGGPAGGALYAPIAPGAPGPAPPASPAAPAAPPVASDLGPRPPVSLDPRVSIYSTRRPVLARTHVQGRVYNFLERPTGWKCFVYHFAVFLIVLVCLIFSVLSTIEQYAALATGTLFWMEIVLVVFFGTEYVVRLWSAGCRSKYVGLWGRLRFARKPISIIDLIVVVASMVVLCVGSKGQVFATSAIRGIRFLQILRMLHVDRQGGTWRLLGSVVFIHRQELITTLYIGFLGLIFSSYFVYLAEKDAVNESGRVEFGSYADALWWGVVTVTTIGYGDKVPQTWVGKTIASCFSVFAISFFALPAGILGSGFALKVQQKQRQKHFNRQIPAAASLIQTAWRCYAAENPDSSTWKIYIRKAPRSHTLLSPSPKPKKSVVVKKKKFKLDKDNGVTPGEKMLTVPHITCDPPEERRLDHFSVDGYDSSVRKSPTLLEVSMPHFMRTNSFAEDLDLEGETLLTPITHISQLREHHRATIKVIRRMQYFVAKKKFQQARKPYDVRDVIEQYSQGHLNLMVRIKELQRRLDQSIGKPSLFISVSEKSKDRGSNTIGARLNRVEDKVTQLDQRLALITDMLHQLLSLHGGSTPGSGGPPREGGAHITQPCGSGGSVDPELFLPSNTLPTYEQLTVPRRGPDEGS
# KCNK9 block: human KCNK9 channel inhibition. Q9NPC2. 310,000 compounds, 1.2% hits. AID 488922. B-score at 10 µM. HEK293 KCNK9, FluxOR thallium flux fluorescence; stronger effect = lower value;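 active = ratio B-score over 3 SD below the library mean, with starting fluorescence within 5 SD of its mean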;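 also: negative B-score means less thallium flux so channel inhibition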
# Target sequence (Q9NPC2 whole entry, looked up): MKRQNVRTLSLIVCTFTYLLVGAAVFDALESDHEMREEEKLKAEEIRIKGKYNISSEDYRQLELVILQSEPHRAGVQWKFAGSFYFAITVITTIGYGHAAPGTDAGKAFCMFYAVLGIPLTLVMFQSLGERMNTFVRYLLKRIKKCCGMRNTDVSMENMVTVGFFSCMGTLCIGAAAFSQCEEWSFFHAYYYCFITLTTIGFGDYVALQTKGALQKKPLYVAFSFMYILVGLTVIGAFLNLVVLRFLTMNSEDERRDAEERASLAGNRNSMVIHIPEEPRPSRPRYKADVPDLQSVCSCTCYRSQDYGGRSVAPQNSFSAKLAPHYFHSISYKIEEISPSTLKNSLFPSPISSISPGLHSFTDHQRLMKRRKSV
# HDAC3 inhib: blocks human histone deacetylase 3. O15379. recombinant HDAC3, fluorogenic peptide/trypsin coupled, fluorescence. inhibition, % at 8.3 µM. 320,000 compounds, 0.15% hits. AID 2718; in the data active = inhibition above about 26%, passing the limit was not always enough; inconclusive = no clear call, values can overlap the other calls
# KCNK3 inh: human KCNK3 channel inhibition, primary screen | O14649 | CHO-KCNK3 thallium flux, FluxOR fluorescence; stronger effect = lower value | B-score at 10 µM | 340,000 compounds, 0.84% hits | AID 602410;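 active = B-score under library mean minus 4 SD, starting fluorescence ratio at most library mean plus 5 SD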;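 also: more negative B-score means stronger inhibition of thallium flux through KCNK3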
# RGS4 block: human RGS4 inhibition; P49798; HEK293 M3R/RGS4 inducible, Fluo-4 calcium flux; stronger effect = higher value; triggered by carbachol at its EC20; B-score at 10 µM; 310,000 compounds, 0.45% hits; AID 463165;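 active = B-score, a plate-corrected calcium signal, over three deviations above library mean, with baseline fluorescence within five deviations of library mean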;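 also: RGS4 expression induced by doxycycline in cells with stable M3 receptor; B-score is computed from the integrated fluorescence ratio over baseline after carbachol; higher B-score means a larger calcium signal and so more RGS4 inhibition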
# RGS4 act: potentiators or activators of RGS4; HEK293 M3R/inducible RGS4, carbachol calcium flux Fluo4; stronger effect = lower value; B-score at 10 µM; 310,000 compounds, 0.92% hits; AID 463111;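 active = B-score of the integrated calcium signal more than 4 SD below the library mean, with starting fluorescence not abnormally high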;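 also: negative B-score means reduced calcium response which marks RGS4 activation or potentiation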
#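 Detection: kinetic calcium fluorescence imaging with Fluo4-AM dye, 2 µM / Material: HEK293 cells with stable M3R and inducible RGS4 / Schedule: recording 10 s baseline at 1 Hz, 100 s post-agonist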
# KCNQ1 act: potentiators or activators of human KCNQ1 potassium channel; P51787; CHO-K1 KCNQ1, thallium flux FluxOR fluorescence; stronger effect = higher value; B-score at 10 µM; 310,000 compounds, 0.35% hits;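 active = fluorescence ratio B-score, a plate-corrected score, at least three library SD, with initial intensity B-score within 5 SD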
#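 Medium – assay buffer, equal DMSO in all wells · Material – CHO-K1 cell line with stable KCNQ1 potassium channel expression · Signal – kinetic FluxOR thallium fluorescence, 10-s 1-Hz baseline, 110-s post-stimulus read · Compound – single concentration per compound, DMSO matched to controls · Schedule – 37 °C overnight plating, 90-min dark dye load, 20-min compound pretreatment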
# TMEM16A inh: blocks the mouse calcium-activated chloride channel TMEM16A. normalized B-score (activity score, 25-100; higher = stronger inhibition) at 10 µM. 310,000 compounds, 1.2% hits. HEK293 TMEM16A/YFP iodide influx fluorescence, ionomycin. AID 588511;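 active = ratio plate-corrected score three or more library SD toward inhibition, starting fluorescence score within five deviations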;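 also: score derived from kinetic fluorescence span divided by baseline fluorescence per well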
# Active calls of the source: *; i = inactive; u = inconclusive; x = no result given. No enrichment for hits (roughly 6.3% active in at least one column).
compound	SKKanGAS inh	hERG protect	ANO1 activ	KCNQ1 block	KCNK9 block	HDAC3 inhib	KCNK3 inh	RGS4 block	RGS4 act	KCNQ1 act	TMEM16A inh
COc1ccc(CCNC(=O)NCCc2c[nH]c3ccccc23)cc1OC	-5	-2	i	i	i	8	i	i	i	i	i
CCC(=O)Nc1cc(-c2nc3ncccc3o2)ccc1Cl	-1	0	i	i	i	-1	i	i	i	i	i
CCC1CCCCN1S(=O)(=O)c1ccc(NC(=O)c2cccs2)cc1 (stereo not given)	2	-14	i	i	-8.3*	8	-11*	i	i	i	i
CC(C)CN1C(Nc2ccccc2)=NC[C@@H]1C	14	0	i	i	i	-12	i	i	i	i	i
COc1ccc(Cl)cc1NC(=S)N1CCCCCC1	-7	-5	i	i	i	-4	i	i	i	i	i
Cc1ccccc1S(=O)(=O)c1cc(C#N)c(=O)[nH]c1N	5	-7	i	i	i	-11	i	i	i	i	i
CCCc1nnc(NC(=O)CCCN2C(=O)c3ccccc3C2=O)s1	0	-13	i	i	i	0	i	i	i	i	i
COc1ccc(S(=O)(=O)Nc2ccc(S(=O)(=O)N3CCCCC3)cc2)cc1OC	-30	-10	i	i	i	5	i	i	i	i	i
Cc1ccc(NC(=O)C/C(N)=N/OC(=O)c2ccccc2)cc1	-5	-9	i	i	i	-2	i	i	i	i	i
COc1cc2c(cc1NC(=O)c1ccc(C(C)(C)C)cc1)CCCC2	-4	1	i	i	i	-5	-10*	i	i	i	i
CCC(=O)N1CCC(c2ccc(OC)cc2)=N1	-6	-3	i	i	i	-1	i	i	i	i	i
Cc1ccc(SCC(=O)OCC(=O)N(C)CC(=O)Nc2ccc(F)cc2)cc1C	-4	-7	i	i	i	8	i	i	i	i	i
COc1ccc(NC(=O)CCNS(=O)(=O)c2cc(Br)ccc2Br)cc1S(N)(=O)=O	8	-3	i	i	i	-4	i	i	i	i	i
COc1ccccc1OCCn1cc(C(=O)O)c2ccccc21	3	-5	i	i	i	-1	i	i	i	i	i
CCOc1ccc(C(=O)Nc2c3c(nn2C(C)(C)C)CSC3)cc1OCC	6	-12	i	i	i	6	i	i	i	i	i
CC(=C1C(=O)c2ccccc2C1=O)N1CCN(c2ccc(F)cc2)CC1	-8	-9	i	i	i	-2	i	i	i	i	i
CC(OC(=O)CCc1nc2ccccc2[nH]c1=O)c1ccccc1 (stereo not given)	1	-15	i	i	i	-2	i	i	i	i	i
CC1(C)C(=O)OC(c2ccccc2)C(C)(C)C1=O (stereo not given)	-10	-5	i	i	i	u	i	i	i	i	i
CCC(C(=O)Nc1ccccc1)c1ccccc1 (stereo not given)	-12	-8	i	i	i	-3	i	i	i	i	i
CC(C)(C)c1cc(-c2n[nH]c(=S)n2-c2ccc(Cl)cc2)n[nH]1	5	-13	i	i	i	17	i	i	i	i	i

# Among those listed so far, these contain an aryl methoxy group:
compound	SKKanGAS inh	hERG protect	ANO1 activ	KCNQ1 block	KCNK9 block	HDAC3 inhib	KCNK3 inh	RGS4 block	RGS4 act	KCNQ1 act	TMEM16A inh
COc1ccc(CCNC(=O)NCCc2c[nH]c3ccccc23)cc1OC	-5	-2	i	i	i	8	i	i	i	i	i
COc1ccc(Cl)cc1NC(=S)N1CCCCCC1	-7	-5	i	i	i	-4	i	i	i	i	i
COc1ccc(S(=O)(=O)Nc2ccc(S(=O)(=O)N3CCCCC3)cc2)cc1OC	-30	-10	i	i	i	5	i	i	i	i	i
COc1cc2c(cc1NC(=O)c1ccc(C(C)(C)C)cc1)CCCC2	-4	1	i	i	i	-5	-10*	i	i	i	i
CCC(=O)N1CCC(c2ccc(OC)cc2)=N1	-6	-3	i	i	i	-1	i	i	i	i	i
COc1ccc(NC(=O)CCNS(=O)(=O)c2cc(Br)ccc2Br)cc1S(N)(=O)=O	8	-3	i	i	i	-4	i	i	i	i	i
COc1ccccc1OCCn1cc(C(=O)O)c2ccccc21	3	-5	i	i	i	-1	i	i	i	i	i

# Arranged by molar mass (rising): part of the list above
compound	SKKanGAS inh	hERG protect	ANO1 activ	KCNQ1 block	KCNK9 block	HDAC3 inhib	KCNK3 inh	RGS4 block	RGS4 act	KCNQ1 act	TMEM16A inh
CCC(=O)N1CCC(c2ccc(OC)cc2)=N1	-6	-3	i	i	i	-1	i	i	i	i	i
Cc1ccc(NC(=O)C/C(N)=N/OC(=O)c2ccccc2)cc1	-5	-9	i	i	i	-2	i	i	i	i	i
COc1ccc(CCNC(=O)NCCc2c[nH]c3ccccc23)cc1OC	-5	-2	i	i	i	8	i	i	i	i	i

# (listing goes on)
compound	SKKanGAS inh	hERG protect	ANO1 activ	KCNQ1 block	KCNK9 block	HDAC3 inhib	KCNK3 inh	RGS4 block	RGS4 act	KCNQ1 act	TMEM16A inh
CC(C)C(NC(=O)CN1C(=O)c2ccccc2C1=O)c1ccccc1 (stereo not given)	4	-10	i	i	i	-2	i	i	i	i	i
COc1ccc(CC2(C)OC(c3ccncc3)=NN2C(C)=O)cc1 (stereo not given)	-1	-17	i	i	i	5	i	i	i	i	i
CC1Cc2cc(S(=O)(=O)N3CCN(c4ccc(Cl)cc4)CC3)ccc2N1C(=O)C1CC1 (stereo not given)	5	-5	i	i	i	-3	i	i	i	i	i
Cc1cc(NC(=O)CSc2nc3c(sc4ccccc43)c(=O)n2CCc2ccccc2)n[nH]1	-1	-16	i	i	i	-1	i	i	i	i	i
O=C(CSc1ncnc2scc(-c3ccccc3)c12)N1CCN(c2ccccc2F)CC1	18	-14	i	i	i	-4	i	i	i	i	i
O=C(CCN1C(=O)/C(=C/c2ccc(F)cc2)SC1=S)Nc1cccnc1	32	-6	i	i	i	8	i	i	i	i	i
CCC1CCCCN1CCCn1c(=S)[nH]c2ccccc2c1=O (stereo not given)	6	-6	i	i	i	5	i	6.9*	i	i	i
COc1cc(NC(=O)C2CCN(S(=O)(=O)c3cccs3)CC2)cc(OC)c1	-4	-12	i	i	i	8	i	i	i	i	i
Cc1ccc(N2C(=O)CC(Sc3nc4ccccc4o3)C2=O)cc1Cl (stereo not given)	2	-10	i	i	i	2	i	i	i	i	i
CC(=O)c1cc(-c2ccc(F)cc2)n(CCC(=O)NC(C)(C)C)c1C	-1	-6	i	i	i	-2	i	i	i	i	i
COc1ccc(OC)c(C2C(C#N)=C(N)N(N(C)C)C3=C2C(=O)CC(C)(C)C3)c1 (stereo not given)	0	-3	i	i	i	-5	i	i	i	i	i
O=c1[nH]c(C2CCCCC2)nc2ccccc12	-2	-3	i	i	i	-3	i	i	i	i	i
CC(=O)c1c(C)[nH]c(C(=O)OCC(=O)Nc2ccccc2Cl)c1C	-7	-19	i	i	i	-2	i	i	i	i	i
O=C(Cc1ccccc1)Nc1cccc(N2CCCC2)c1	3	-9	i	i	i	3	i	i	i	i	i
CS(=O)(=O)c1ccc(Cl)c(NC(=O)COC(=O)CCc2c[nH]c3ccccc23)c1	-1	-7	i	i	i	-3	i	i	i	i	i
Cn1cc(Cl)nc1C(O)c1ccccc1 (stereo not given)	-5	-9	i	i	i	-1	i	i	i	i	i
Cc1ccc2oc(Nc3nc(C)cc(C)n3)nc2c1	-1	-7	i	i	i	-2	i	i	i	i	i
Cc1cc2ccccn2c1C(=O)c1cc([N+](=O)[O-])cc([N+](=O)[O-])c1	3	-4	i	i	i	-7	i	i	i	i	i
Cc1cn2c(=O)c(C(=O)N3CCN(c4ccccc4)CC3)cnc2s1	-3	-5	i	i	i	7	i	i	i	i	i
COc1ccc2cc(CCNC(=O)c3cc4ccccc4o3)c(=O)[nH]c2c1	3	-2	i	i	i	x	i	i	i	i	i
CN(C(=O)c1ccc(NC(=O)Cc2ccccc2)cc1)c1ccccc1	-9	-9	i	i	i	-1	i	i	i	i	i
COc1ccc(S(N)(=O)=O)cc1C(=O)NCCCN1CCN(c2ccc(C)cc2)CC1	3	-1	i	i	i	1	i	i	i	i	i
O=C(Nc1ccc(F)cc1)c1ccc2c(=O)n(CC3CCCO3)c(=S)[nH]c2c1 (stereo not given)	5	-7	i	i	i	5	i	i	i	i	i
Cc1ccc(C(=O)N2CCN(S(=O)(=O)c3ccc(C)c([N+](=O)[O-])c3)C2)cc1	3	-3	i	i	i	2	i	i	i	i	i
CCc1nc2c(nnn2Cc2ccc(F)cc2)c(=O)[nH]1	-11	-8	i	i	i	-2	i	i	i	i	i
NCCCC[C@@H](C(=O)NCCCCCCCCCCC(=O)N1CCNCC1)n1cc(CCCC(=O)O)nn1	1	x	i	x	x	-2	i	x	x	x	i
CN(C)c1ccc(Nc2cc(Cl)ncn2)cc1	3	-4	i	i	i	-9	i	i	i	i	i
Cn1c(=O)c2c(nc(NCCCO)n2CCc2ccccc2)n(C)c1=O	-5	-9	i	i	i	-3	i	i	i	i	i
Cc1cc(NS(=O)(=O)c2ccc(NC(=O)COc3ccccc3Cl)cc2)no1	15	-15	i	i	i	-1	i	i	i	i	i
Cc1nn(C)c(C)c1CN(C)C(=O)c1cc2n(n1)C(C(F)(F)F)CC(c1cccs1)N2 (stereo not given)	5	-9	i	i	i	4	i	i	i	i	i
O=S1(=O)[C@H]2C[C@@H]3CC[C@]2(CN1Cc1cccc(F)c1)O3	4	-6	i	i	i	-4	i	i	i	i	i
COc1cccc(CNC(=O)CCC2CCCN(C(=O)c3ccccc3N(C)C)C2)c1 (stereo not given)	-6	-8	i	i	i	-1	i	i	i	i	i
